ERAP1 inh = human ERAP1 aminopeptidase inhibitors, primary screen, biochemical, single point, plate reader; Endoplasmic reticulum aminopeptidase 1 (Homo sapiens), Q9NZ08; recombinant ERAP1, Leu-AMC fluorescence, 60 min; inhibition, % at 10.7 µM; 340,000 tested, 0.15% active;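 active = mean replicate inhibition of at least 30%, or all replicates individually reaching that 30% level; inactive = mean below 30% and not every replicate reaching it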;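 also: 0% = neutral control wells and 100% = L-leucinethiol positive control wells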
PGC1a acetyl inh = inhibitors of PGC1a acetylation signal, primary screen, cell-based, U2OS, AlphaScreen, inhibitor mode; AlphaScreen anti-acetyl-lysine; with virally co-expressed GCN5 acetyltransferase; inhibition, % at 15.6 µM; 350,000 tested, 0.17% active;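 active = every replicate shows inhibition of at least 40%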;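 also: 0% = neutral control wells and 100% = positive control wells; some results beyond the cut were filed as inactive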
RAD54 inh = inhibitors of human RAD54 branch migration, primary screen, biochemical, fluorescence, single point | DNA repair and recombination protein RAD54-like (Homo sapiens), Q92698 | RAD54 Holliday junction branch migration, FAM/BHQ fluorescence | inhibition, % at 10.4 µM | 360,000 tested, 0.14% active;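 active = mean normalized replicate activity at least 40 and at least half of replicates scoring 40 or more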;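 also: 0% = median of neutral control wells and 100% = median of positive control wells; inhibitors cause a drop in the FAM fluorescence signal; in these data hits start at about 50%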
miR-122 sensor = miR-122 Renilla sensor signal increase in Huh7, primary screen, miR-122 inhibitor project, cell-based, single point, plate reader; Huh7 miR-122 Renilla luciferase sensor, 48 h; neutral wells = 0, positive control = 100; activation (reporter increase), % at 12.5 µM; AID 602342, 2012; 340,000 tested, 0.3% active;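 active = mean replicate activation score at least 90 and every replicate individually at or above 90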;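 also: higher luciferase means less miR-122 activity so hits act as miR-122 inhibitors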
RAD52 anneal inh = RAD52 DNA annealing inhibitors, primary screen, biochemical, FRET, single point, set 2; inhibition, % at 18.7 µM; 360,000 tested, 0.46% active; DNA repair protein RAD52 homolog (Homo sapiens), P43351; recombinant RAD52 DNA annealing, FRET fluorescence;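 active = every replicate showing at least 50% inhibition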
Target sequence (P43351 whole entry, looked up): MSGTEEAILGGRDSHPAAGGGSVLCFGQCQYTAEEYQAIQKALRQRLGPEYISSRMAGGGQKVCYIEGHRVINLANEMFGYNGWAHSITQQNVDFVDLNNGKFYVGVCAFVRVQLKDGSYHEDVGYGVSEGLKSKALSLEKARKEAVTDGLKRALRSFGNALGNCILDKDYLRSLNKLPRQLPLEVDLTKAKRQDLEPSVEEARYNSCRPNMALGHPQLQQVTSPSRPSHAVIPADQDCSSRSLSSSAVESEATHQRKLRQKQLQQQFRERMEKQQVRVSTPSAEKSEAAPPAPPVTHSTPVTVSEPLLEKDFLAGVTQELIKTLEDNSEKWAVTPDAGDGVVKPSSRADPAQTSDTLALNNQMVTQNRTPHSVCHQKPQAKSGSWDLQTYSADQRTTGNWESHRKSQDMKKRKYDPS
PglD inh = C. jejuni PglD acetyltransferase inhibitors, primary screen, biochemical, DTNB colorimetric, single point; UDP-N-acetylbacillosamine N-acetyltransferase PglD (Campylobacter jejuni); purified PglD enzyme, DTNB colorimetric CoA detection; inhibition, % at 12.5 µM; 360,000 tested, 0.098% active; in the data active = inhibition above about 16%, passing the limit was not always enough; also: strong numbers were not always called active
Cneo AK release = Cryptococcus neoformans cell lysis inducers, primary screen, AK release luminescence, single concentration | 360,000 tested, 0.2% active | AID 651654, 2012 | C. neoformans lysis, adenylate kinase release luminescence, 4 h; normalised: neutral wells 0, clomiphene wells 100 | lysis activity, % at 15 µM;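 active = mean lysis activity across replicates of at least 80%, whatever share of replicates individually reach that level; inactive = mean lysis activity below 80%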
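Material: C. neoformans cells | Amount: Yeast cell density of 5 × 10^6 cells/mL | Medium: Fresh YPD growth medium | Dosing: Single dose | Times: Static 4 h at 37 °C with compound, 1 h detection | Detection: AK luminescence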
E-sel inducer = E-selectin induction in HUVECs, primary screen, imaging, HUVEC, immunofluorescence imaging, single point; AID 686992, 2013; normalized: neutral wells 0, TNF-alpha wells 100; P16581; 260,000 tested, 0.37% active; activation, % at 7.58 µM;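 active = mean E-selectin-positive cell signal at least 10% of the positive control, reached in at least 60% of replicates, without over 20% cell loss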;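 also: in these data hits start at about 27%; measured in HUVEC primary endothelial cells; signal is the percent of cells scored E-selectin positive by PE staining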
Target sequence (P16581 whole entry, looked up): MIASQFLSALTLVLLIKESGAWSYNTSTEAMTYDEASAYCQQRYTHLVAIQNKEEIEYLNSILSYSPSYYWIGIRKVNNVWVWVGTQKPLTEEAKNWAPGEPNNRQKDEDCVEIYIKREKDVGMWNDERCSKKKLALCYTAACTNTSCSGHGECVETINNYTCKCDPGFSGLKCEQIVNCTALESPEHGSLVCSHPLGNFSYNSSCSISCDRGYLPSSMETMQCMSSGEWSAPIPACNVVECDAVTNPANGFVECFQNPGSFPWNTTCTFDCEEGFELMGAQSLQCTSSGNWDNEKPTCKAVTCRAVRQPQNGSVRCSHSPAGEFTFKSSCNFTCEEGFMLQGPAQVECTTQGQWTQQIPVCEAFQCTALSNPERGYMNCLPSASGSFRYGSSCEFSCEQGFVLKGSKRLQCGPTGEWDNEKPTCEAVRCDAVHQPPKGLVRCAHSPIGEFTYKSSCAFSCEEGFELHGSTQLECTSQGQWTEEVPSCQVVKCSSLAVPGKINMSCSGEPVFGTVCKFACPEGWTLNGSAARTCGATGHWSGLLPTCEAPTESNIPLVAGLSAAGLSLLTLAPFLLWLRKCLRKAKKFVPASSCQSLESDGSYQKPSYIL
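Test system: HUVEC | Signal: Immunofluorescence imaging | Read-out: Percent E-selectin-positive cells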
An asterisk follows results filed as active; & = joins results of further samples; [ ] = dose if it differs, or a comment.

O=C(C1CC1)N1CCc2cc(Br)cc(S(=O)(=O)NCc3ccccn3)c21 was read as PGC1a acetyl inh 10, RAD54 inh -1, miR-122 sensor 26, PglD inh -2, Cneo AK release 1 and E-sel inducer -0.1.
Screening CCCNC(=O)Nc1ccc2c(c1)OC[C@@H](C)N(Cc1cccnc1)C[C@H](C)[C@H](OC)CN(C)C2=O returned PGC1a acetyl inh 3, RAD52 anneal inh -10, PglD inh 2, Cneo AK release 5 and E-sel inducer -0.1.
For O=S(=O)(c1ccccc1)N1CCN(CC(O)COc2ccc3c(c2)CCC3)CC1 (stereo not given) the results were PGC1a acetyl inh 0, RAD54 inh -6, PglD inh -7 and Cneo AK release -2.
O=C(CS(=O)(=O)c1c[nH]c2ccccc12)N1CCCc2ccccc21 was read as ERAP1 inh 3, PGC1a acetyl inh 8, RAD54 inh -5, miR-122 sensor 7, RAD52 anneal inh 0, PglD inh -2 and Cneo AK release 0.
For CCOc1ccc(NS(=O)(=O)c2cc(NC(=O)CCS(=O)(=O)c3ccc(C)cc3)ccc2OC)cc1 the results were PGC1a acetyl inh -4, RAD54 inh -2, miR-122 sensor 13, PglD inh 1, Cneo AK release 0 and E-sel inducer 0.0.
`Cc1cc(C=O)c(C)n1-c1ccc(N2CCCCC2)c([N+](=O)[O-])c1` gave PGC1a acetyl inh 15, RAD54 inh -1, miR-122 sensor -5, PglD inh 5 and Cneo AK release -6.
`Cc1cc(C(=S)N2CCOCC2)c(C)n1-c1ccc(F)cc1` gave ERAP1 inh -4, PGC1a acetyl inh -2, miR-122 sensor -2 and RAD52 anneal inh -11.
For O=C(COC(=O)CNC(=O)c1ccc(Cl)cc1Cl)NC(=O)NC1CCCCC1 the results were ERAP1 inh -4, PGC1a acetyl inh 5, RAD54 inh -1, miR-122 sensor -4, RAD52 anneal inh 8, PglD inh -3, Cneo AK release 2 and E-sel inducer -0.2.
CCCC(=O)Nc1ccc2c(c1)OC[C@H](C)N(Cc1ccc(-c3ccccn3)cc1)C[C@@H](C)[C@@H](OC)CN(C)C2=O was read as ERAP1 inh 1, RAD54 inh 2, miR-122 sensor 14[16.7 µM], RAD52 anneal inh 5, PglD inh 3, Cneo AK release 52 and E-sel inducer 0.3.
For C[C@@H]1CCCCO[C@H](CN(C)C(=O)CCCN(C)C)[C@H](C)CN([C@@H](C)CO)C(=O)c2cc(NC(=O)c3ccncc3)ccc2O1 the results were PGC1a acetyl inh 9, RAD54 inh 6, miR-122 sensor 5[16.7 µM], PglD inh 0, Cneo AK release 0 and E-sel inducer 0.1.
CC(C)N(C(=O)COC(=O)c1ccc([N+](=O)[O-])cc1)c1ccccc1 was read as ERAP1 inh 2, PGC1a acetyl inh -10, RAD52 anneal inh -4 and E-sel inducer 4.0.
For CC(C)N=c1c([N+](=O)[O-])nn(C)n1O the results were ERAP1 inh -4, PGC1a acetyl inh 3, RAD52 anneal inh -8 and E-sel inducer -0.1.
COc1ccc(-c2cnc3c(c2)C(=O)N([C@@H](C)CO)C[C@H](C)[C@@H](CN(C)C)O3)cc1 was read as ERAP1 inh -3, PGC1a acetyl inh 3, RAD54 inh 7, miR-122 sensor -5[16.7 µM], RAD52 anneal inh 13, PglD inh 4, Cneo AK release 0 and E-sel inducer -0.4.
`CC1CCCC(NC(=O)CCCn2c(=S)[nH]c3ccccc3c2=O)C1C` (stereo not given) gave ERAP1 inh -2, PGC1a acetyl inh 0, RAD52 anneal inh -16 and E-sel inducer -0.2.
For CN(C)S(=O)(=O)c1ccc(NC(=O)COc2cccc3c2OC(C)(C)C3)cc1 the results were ERAP1 inh -7, PGC1a acetyl inh 0, RAD54 inh -16, miR-122 sensor -3, RAD52 anneal inh -2, PglD inh -4 and Cneo AK release 0.
COc1cccc(S(=O)(=O)N2[C@@H]3CNC[C@H]2C3c2ccc(/C=C/c3ccccc3)cc2)c1 (stereo not given in full) was read as ERAP1 inh 0&1, PGC1a acetyl inh -8, RAD52 anneal inh 48&-62 and E-sel inducer -0.1&0.1.
For CN(CC(=O)Nc1ccccc1Cl)C(=O)CSc1nncs1 the results were ERAP1 inh 0, PGC1a acetyl inh -10, RAD54 inh 1, RAD52 anneal inh 1, PglD inh 0, Cneo AK release 0 and E-sel inducer -1.9.
`O=C(Nc1cc(F)ccc1F)N1CCCCN2[C@H](CO)[C@@H](c3ccc(-c4cncnc4)cc3)[C@@H]2C1` gave ERAP1 inh 1, PGC1a acetyl inh 2, RAD54 inh -10, miR-122 sensor -1[16.7 µM], RAD52 anneal inh -5, PglD inh 12, Cneo AK release 0 and E-sel inducer -0.3.
`c1ccc(CCNc2ccnc3cc4ccccc4cc23)cc1` gave ERAP1 inh -6, PGC1a acetyl inh 2, RAD52 anneal inh 38 and E-sel inducer 1.0.
Screening COc1ccccc1/C=C(/C(=O)OCC(=O)NCc1ccccc1)c1ccccc1 returned PGC1a acetyl inh 92*, RAD54 inh -3, miR-122 sensor -5, PglD inh -1 and Cneo AK release 1.
Screening CCn1ncc(/C=N\NC(=O)c2ccc3c(c2)c(C)c(C)n3Cc2ccccc2)c1C returned PGC1a acetyl inh -12, RAD54 inh 0, miR-122 sensor 10, PglD inh 3 and Cneo AK release 0.
`CC1CN(CCCSc2ccc(Cl)cc2)CC(C)O1` (stereo not given) gave ERAP1 inh 4, PGC1a acetyl inh -2, RAD52 anneal inh -6 and E-sel inducer -0.2.
For C/C(=N\NC(=O)c1cc(C)oc1C)c1ccc(C)c([N+](=O)[O-])c1 the results were ERAP1 inh 1, PGC1a acetyl inh 3, RAD54 inh 6, miR-122 sensor -8, RAD52 anneal inh -2, PglD inh 1 and Cneo AK release 1.
COC(=O)CSc1cc(C)nc(NC(C)=O)n1 was read as PGC1a acetyl inh -12, RAD54 inh -8, miR-122 sensor 18, PglD inh -2 and Cneo AK release 1.
Screening COc1ccc(NC(=O)N[C@H]2CC[C@@H](CCn3cc(-c4ccccc4)nn3)O[C@@H]2CO)cc1 returned ERAP1 inh 0, PGC1a acetyl inh -2, RAD54 inh -3, RAD52 anneal inh 1, PglD inh 7, Cneo AK release 1 and E-sel inducer -0.1.
Screening Cc1ccc2oc(=O)cc(CN3CC(C)OC(C)C3)c2c1 (stereo not given) returned ERAP1 inh 2, PGC1a acetyl inh -3, RAD54 inh 3, miR-122 sensor -2, RAD52 anneal inh -12, PglD inh 4 and Cneo AK release 1.
CNC(=O)CN(c1cc(OCCOC)c(Cl)cc1Cl)S(=O)(=O)c1ccccc1 was read as ERAP1 inh 1, PGC1a acetyl inh 7, miR-122 sensor -4 and RAD52 anneal inh -20.
C[C@@H](NC(=O)C[C@H]1C=C[C@@H](NC(=O)Nc2ccc3c(c2)OCO3)[C@@H](CO)O1)c1ccccc1 was read as ERAP1 inh 1, PGC1a acetyl inh 5, RAD54 inh 1, miR-122 sensor 1[16.7 µM], RAD52 anneal inh -5, PglD inh -5, Cneo AK release -16 and E-sel inducer -0.1.
Screening COc1ccc(OC)c(/C=C/C(=O)Nc2cccc(S(=O)(=O)NC3=NCCCCC3)c2)c1 returned ERAP1 inh -4, PGC1a acetyl inh -3, RAD54 inh -7, miR-122 sensor -4, RAD52 anneal inh -3, PglD inh -5 and Cneo AK release 4.
CO[C@@H]1CN(C)C(=O)c2cc(NC(=O)C3CCCCC3)ccc2OC[C@H](C)N(Cc2nccs2)C[C@H]1C was read as ERAP1 inh -3, PGC1a acetyl inh 2, RAD54 inh 1, RAD52 anneal inh -13, PglD inh -4, Cneo AK release -3 and E-sel inducer 0.0.
For Cc1cc(NC(=O)CSc2nc(C(C)C)nc3sc4c(c23)CCC(C)C4)no1 (stereo not given) the results were PGC1a acetyl inh -3, RAD54 inh -3, miR-122 sensor 0, PglD inh 3 and Cneo AK release 0.
`CC(C)C(C(=O)Nc1ccccc1F)N1C(=O)c2ccccc2C1=O` (stereo not given) gave PGC1a acetyl inh 12, RAD54 inh -2, miR-122 sensor 9, RAD52 anneal inh -10, PglD inh 4, Cneo AK release 0 and E-sel inducer 5.7.
For CC1CN(C(=O)COC(=O)[C@@H](NC(=O)c2ccccc2Cl)C(C)C)CC(C)O1 (stereo not given in full) the results were ERAP1 inh 1, PGC1a acetyl inh -2, RAD54 inh -5, miR-122 sensor -5, RAD52 anneal inh -2, PglD inh -5 and Cneo AK release -1.
CC[C@@]12C(=O)N(c3ccccc3)C(=O)N1[C@H](c1cccc(C)c1)[C@@H]1C(=O)N(Cc3ccccc3)C(=O)[C@@H]12 was read as ERAP1 inh -2, PGC1a acetyl inh 3, RAD54 inh 5, miR-122 sensor -5, RAD52 anneal inh -11, PglD inh -2 and Cneo AK release 6.
`CN(C)c1ccccc1C(=O)N1CCC(n2nccc2NC(=O)C2CC2)CC1` gave ERAP1 inh -2, PGC1a acetyl inh 7, RAD54 inh -2, miR-122 sensor -3, RAD52 anneal inh -13, PglD inh 4 and Cneo AK release 1.
For CC(=O)N1CCC(C(=O)Nc2ccc3c(c2)CCC3)CC1 the results were ERAP1 inh -2, PGC1a acetyl inh 3, RAD54 inh -1, miR-122 sensor -6, RAD52 anneal inh -2, PglD inh -5, Cneo AK release 1 and E-sel inducer 0.8.
`Cc1nn(C)c(C(=O)NNC(=S)Nc2ccc(F)cc2)c1[N+](=O)[O-]` gave PGC1a acetyl inh -9, RAD54 inh -2, miR-122 sensor 2, PglD inh 0 and Cneo AK release 5.
CCN(CC)S(=O)(=O)c1ccc(-c2nnc(SCc3nnc(-c4ccc(C)cc4)o3)o2)cc1 was read as PGC1a acetyl inh -10, RAD54 inh 2, miR-122 sensor 3, PglD inh 2 and Cneo AK release 1.
C[C@@H]1CN([C@H](C)CO)C(=O)Cc2cc(NC(=O)NC3CCCCC3)ccc2O[C@H]1CN(C)Cc1ccc2c(c1)OCO2 was read as ERAP1 inh 0, PGC1a acetyl inh -15, RAD54 inh -10, miR-122 sensor -6[16.7 µM], RAD52 anneal inh 4, PglD inh 2 and Cneo AK release 47.
`C[C@@H]1CN([C@H](C)CO)C(=O)Cc2cc(NS(=O)(=O)c3cccs3)ccc2O[C@@H]1CN(C)C(=O)Nc1ccc(F)cc1` gave ERAP1 inh -4, PGC1a acetyl inh 0, RAD54 inh 6, miR-122 sensor 7[16.7 µM], RAD52 anneal inh -2, PglD inh -2, Cneo AK release 0 and E-sel inducer 20.

4 entries out of the list, sorted by molecular weight, descending:
C[C@@H]1CN([C@H](C)CO)C(=O)Cc2cc(NC(=O)NC3CCCCC3)ccc2O[C@H]1CN(C)Cc1ccc2c(c1)OCO2 was read as ERAP1 inh 0, PGC1a acetyl inh -15, RAD54 inh -10, miR-122 sensor -6[16.7 µM], RAD52 anneal inh 4, PglD inh 2 and Cneo AK release 47.
CCN(CC)S(=O)(=O)c1ccc(-c2nnc(SCc3nnc(-c4ccc(C)cc4)o3)o2)cc1 was read as PGC1a acetyl inh -10, RAD54 inh 2, miR-122 sensor 3, PglD inh 2 and Cneo AK release 1.
`CN(C)c1ccccc1C(=O)N1CCC(n2nccc2NC(=O)C2CC2)CC1` gave ERAP1 inh -2, PGC1a acetyl inh 7, RAD54 inh -2, miR-122 sensor -3, RAD52 anneal inh -13, PglD inh 4 and Cneo AK release 1.
`Cc1nn(C)c(C(=O)NNC(=S)Nc2ccc(F)cc2)c1[N+](=O)[O-]` gave PGC1a acetyl inh -9, RAD54 inh -2, miR-122 sensor 2, PglD inh 0 and Cneo AK release 5.

Hits appear at their usual frequency. About 1.4% of those tested had a hit in this group.
